# Growth percent in the NCI-60 one-dose screen (48 h, 10 µM unless noted): 100 = growth as untreated, 0 = no growth, -100 = all killed.
# HCC-2998: HCC-2998 colon cancer | 79,000 tested, 4.7% active | AID 1794799
# HCT-15: HCT-15 colon cancer | 82,000 tested, 5.2% active | AID 1794746
# COLO 205: COLO 205 colon cancer; 79,000 tested, 7.3% active; AID 1794742
# HCT-116: HCT-116 colon cancer; 82,000 tested, 7.3% active
# KM12: KM12 colon cancer cells; 82,000 tested, 5% active
# SNB-75: SNB-75 CNS cancer; 79,000 tested, 5% active
# SW-620: SW-620 colon cancer. 82,000 tested, 5.2% active
# HT29: HT29 colon cancer; 81,000 tested, 7.4% active
# NCI-H322M: NCI-H322M lung cancer; 80,000 tested, 2.7% active
# Active calls of the source: *; . = no result given; & = joins results of further samples; [ ] = remark or other dose. The calls were made as follows: active = growth percent below 10; inactive = the rest.
# The opening 2 records (preview)
SMILES,HCC-2998,HCT-15,COLO 205,HCT-116,KM12,SNB-75,SW-620,HT29,NCI-H322M
CCn1cc(C(=O)O)c(=O)c2cc(F)c(N3CCN(CC(=O)Nc4ccccc4)C(C)C3)c(F)c21 (configuration not stated),100,101,106,100,100,86,105,108,86
Cc1nc2sccn2c1-c1nnc(SCC(C)C)o1,113,77,106,83,98,74,98,80,82

# This part in full, from the first entry:
SMILES,HCC-2998,HCT-15,COLO 205,HCT-116,KM12,SNB-75,SW-620,HT29,NCI-H322M
CCn1cc(C(=O)O)c(=O)c2cc(F)c(N3CCN(CC(=O)Nc4ccccc4)C(C)C3)c(F)c21 (configuration not stated),100,101,106,100,100,86,105,108,86
Cc1nc2sccn2c1-c1nnc(SCC(C)C)o1,113,77,106,83,98,74,98,80,82
OCC1(CO)COC(c2ccccc2)OC1,111,111,128,105,116,100,111,112,116
Cc1ccccc1OC1=C(C#N)C(=N)N2C(=NN1)Sc1c(C)ccc(C)c12,109,103,105,98,100,93,115,108,102
CN(C)c1ccc(-c2nc(SCC(=O)NCCc3ccc(S(N)(=O)=O)cc3)[nH]c(=O)c2C#N)cc1,109,106,109,104,103,112,106,101,101
c1ccc(OC[C@@H]2CN(Cc3ccc4[nH]ccc4c3)CCO2)cc1,103,59,102,69,102,87,98,102,103
COc1ccc(C2CC(c3ccc(Nc4ccnc5cc(Cl)ccc45)cc3)=NN2C=O)cc1 (configuration not stated),58,24,89,56,66,77,71,33,103
CC1=CC(C)(C)NC(=S)N1c1ccc2ccccc2c1S(=O)(=O)O,109,104,112,98,107,90,106,103,104
c1ccc(C(c2ccccc2)N2CCCCC2)cc1,.,100,104,100,103,95,104,100,99
C(#CCN1CCOCC1)CCCN1CCOCC1,99&100,100&91,104&105,107&105,106&105,104&84,106&109,105&106,99&119
CC(C)Cc1nc2n[nH]c(N)c2c2c1CCCC2,106,100,114,.,106,85,97,103,104
O=C(NN=C1CC2[C@H](COC(c3ccccc3)(c3ccccc3)c3ccccc3)C[C@H](COC(c3ccccc3)(c3ccccc3)c3ccccc3)[C@@H]2C1)c1ccncc1 (some centres not stated),101,107,111,82,106,95,94,81,97
Cc1ccc(COc2ccc(NC(=O)c3ccc4nc(NC(=O)c5ccc(NCCc6ccccc6)c([N+](=O)[O-])c5)sc4c3)cc2)cc1,102,90,113,86,96,86,103,84,101
CC(=O)Nc1ccc(N)c(S(=O)(=O)O)c1,101,105,105,97,109,110,102,92,106
CC1Cn2c(Cc3ccccc3)nnc2S1 (configuration not stated),102&104,110&104,114&111,113&101,94&103,107&98,104&111,112&102,110&108
COc1ccc(CC(O)CNCC(C)C)cc1 (configuration not stated),100,98,103,90,100,90,99,83,.
CCOC(=O)c1c(C(=O)c2cn(C)c3ccc(Cl)cc23)c(-c2cn(C)c3ccc(Cl)cc23)n(NC(=O)OC(C)(C)C)c1C,86[100 µM],93[100 µM],89[100 µM],48[100 µM],78[100 µM],63[100 µM],88[100 µM],77[100 µM],90[100 µM]
Nc1ccn(C2CCCO2)c(=O)n1 (configuration not stated),102,104,116,113,108,94,110,.,117
CCOc1ccc2nc(NC(=O)CSc3nnc4n3S(=O)(=O)c3ccccc3N4c3ccccc3)sc2c1,54,113,105,101,137,82,106,106,110
NC(=O)Nc1cnc(Nc2ccc(N3CCOCC3)cc2)nc1Oc1ccc(C(F)(F)F)cc1,104,95,.,88,86,91,95,99,105
CC(C)[C@H](NS(=O)(=O)C1CCC(N=NC2CCC(N(C)C)CC2)CC1)C(=O)N[C@H](CCCNC(=O)CC(=O)Nc1ccccc1Oc1ncc(C(F)(F)F)cc1Cl)C(=O)NCCOCCOCC[C@H](O)N[C@H](CCNC(=O)c1ccc(N2CCN(Cc3ccc(Cl)cc3)CC2)c([N+](=O)[O-])c1)[C@H](O)NCCOCCOCC(=O)NC(CCCCNC(=O)CN1CCN(CC(=O)O)CCN(CC(=O)O)CCN(CC(=O)O)CC1)C(=O)O (some centres not stated),108,98,103,98,106,101,107,89,87
O=C(NNC(=O)c1cccc2ccccc12)c1ccc(Br)cc1,102,100,102,101,110,99,103,98,106
COc1cc(-c2nc(SC(C)C)n(C(C)C)c(=O)c2C#N)ccc1OCc1ccccc1,88,74,35,43,95,82,52,91,65
CCCCCCOc1ccc(C2(Cl)c3ccccc3N(C)c3ccccc32)cc1,60,45,62,16,63,63,7.2*,35,57
COC(=O)C(=O)/C(=C\N1C(=O)CC(=O)NC1=S)C(=O)c1ccc([N+](=O)[O-])cc1,88,105,116,98,105,104,106,87,103
Cc1cccc(/C=N\OCCc2ccccc2)n1,109&102,97&98,124&124,102&111,106&119,103&110,116&108,102&107,109&112
COC(=O)C(Cc1ccc(O)cc1)NS(=O)(=O)Cc1ccccc1 (configuration not stated),100,101,105,99,108,78,103,116,100
C[N+]1(C)C2CCC1CC(OC(=O)C(O)c1ccccc1)C2 (configuration not stated),92,100,86,93,96,88,107,76,97
CCOC(=O)C(Cc1cn(C(C)=O)c2ccccc12)P(=O)(OCC)OCC (configuration not stated),106,103,105,99,104,81,97,110,83
CC(C)C1CCC(OC(=O)c2ccccc2Cl)CC1 (configuration not stated),99,103,.,96,107,90,111,115,109
CCOC(=O)C(C)(C)C(C)=O,97,94,102,92,99,79,101,102,116
COc1ccccc1NC(=O)C1CCC(=C2C(=O)OC(C)(C)OC2=O)N1 (configuration not stated),116,105,109,101,99,86,102,102,105
COc1ccc(CCCC(=O)O)cc1,107,108,104,94,103,122,101,82,93
COc1cc(-c2nnc(SCc3ccc(O)c4ncccc34)n2-c2ccccc2)cc(OC)c1OC,22,13,10,5.7*,14,-6.3*,10,17,19
Cc1ccc(C(=O)C2C(=O)C3CCC2C3)cc1 (configuration not stated),106,106,100,108,107,94,104,108,.
COc1cc(C2CC(c3ccc(C)cc3)=NN2C(C)=O)ccc1Oc1nc2c(c(=O)n(C)c(=O)n2C)n1C (configuration not stated),105,97,107,101,94,76,108,92,86
Nc1ccc(OCCCc2c(N)nc(N)nc2N)cc1,.,97,.,95,98,75,103,108,117
O=S(=O)(NCc1ccccc1)c1cccc(N=Cc2c(O)ccc3ccccc23)c1,107,98,108,96,94,87,97,97,98
O=C1Nc2ccccc2/C1=C/c1ccc(CO)n1-c1ccc(Cl)cc1,78,24,72,24,13,33,32,27,102
N#C/C(=C\N1CCNC1=S)c1nc2ccccc2s1,109,98,95,91,96,82,95,95,95
CCOC(=O)C1=C(N)N(c2ccc(C)cc2)C2=C(C(=O)CC(C)(C)C2)C1c1cccnc1 (configuration not stated),111,91,100,99,108,86,97,99,106
C=C[C@H]1C[C@@H]2C[C@@H]3[C@H]4C/C=C\C(=O)NCCCC5NC(=O)C(=C(O)/C=C/[C@@H]4CC(=O)[C@H]3[C@@H]2[C@H]1C)C5=O (some centres not stated),-30*,-76*,-83*,.,-17*,-85*,-58*,-76*,.
CSc1c(-c2nc3ccccc3s2)c(N)nc2c(C(=O)Nc3ccccc3)c(Nc3ccccc3)nn12,103,102,116,101,104,104,117,107,100
CC(C)=CCC/C(C)=C/CN1CCN(C/C=C(\C)CCC=C(C)C)C1=O,108,105,116,98,107,102,96,90,.
CCN(CC)CCCC(C)NC(=S)N/N=C(\C)c1ccccn1 (configuration not stated),57,33,29,24,36,62,47,36,32
CSc1nc(NCCN2CCOCC2)c(C#N)c(-c2cccc(N)c2)n1,108,101,114,97,100,75,100,107,98
COc1ccc(OCCCBr)cc1,110,105,123,100,108,93,109,105,83
O=C(Nc1ccc(Oc2ccc(Nc3nc4ccccc4s3)cc2)cc1)Nc1ccc(Cl)c(C(F)(F)F)c1,2.5*,8.5*,-84*,0.0*,0.4*,17,8.7*,-11*,26
Cn1ccc2c(c1=O)C(=O)c1nccc3c1c-2nc1ccccc13,-96*,-61*,-76*,-94*,-88*,60,-76*,-77*,17
O=[N+]([O-])c1ccc(C(c2ccc([N+](=O)[O-])cc2)[n+]2ccccc2)cc1,104,69,82,41,68,89,86,63,91
CCn1c(Sc2nnc(Nc3ccccc3)s2)nc2c1c(=O)n(C)c(=O)n2C,93,98,.,95,110,101,98,137,91
C[C@@H](NC(=O)[C@@H](CC(=O)N1CCC(N2CCCCC2)CC1)N1C(=O)[C@@H](N2C(=O)OC[C@@H]2c2ccccc2)[C@H]1/C=C/c1ccccc1)c1ccccc1,105,101,90,96,105,110,94,88,102
CN(C)c1ccc(/C=C/c2nc(Nc3ccc(Cl)cc3)c3ccccc3n2)cc1,100,51,112,89,76,90,88,102,98
C[C@H](CCC(=O)O)[C@H]1CC[C@H]2[C@@H]3CC[C@@H]4/C(=C\c5ccco5)C(=O)/C(=C\c5ccco5)C[C@]4(C)[C@H]3CC[C@]12C,93,29,87,22,74,101,27,60,96
O=C(O)c1ccc(C(=O)O)c(C(=O)O)c1,112,121,.,62,110,101,114,113,110
FC(F)(F)c1ccn(-c2ccc(C3=NNC(c4ccc[nH]4)C3)cc2)n1 (configuration not stated),108,91,109,92,54,82,97,94,90
Cc1nn(-c2ccccc2)c(N2CCOCC2)c1-c1nc2ccc(C(=O)O)cc2[nH]1,108,107,116,102,103,95,104,111,109
O=C(NCCCO)c1cc(Cl)ccc1O,21,77,25,11,14,28,23,3.7*,84
COC(=O)Nc1cc(C(=O)NCCC(=N)N)cn1C,98,98,121,95,102,78,100,97,104
CCOC(=O)c1cc2c(n(C)c1=O)-c1cnn(-c3ccc(Cl)cc3)c1CC2,111,80,103,108,112,93,110,92,.

# For convenience, part of the list above.
SMILES,HCC-2998,HCT-15,COLO 205,HCT-116,KM12,SNB-75,SW-620,HT29,NCI-H322M
CCOC(=O)C1=C(N)N(c2ccc(C)cc2)C2=C(C(=O)CC(C)(C)C2)C1c1cccnc1 (configuration not stated),111,91,100,99,108,86,97,99,106
C=C[C@H]1C[C@@H]2C[C@@H]3[C@H]4C/C=C\C(=O)NCCCC5NC(=O)C(=C(O)/C=C/[C@@H]4CC(=O)[C@H]3[C@@H]2[C@H]1C)C5=O (some centres not stated),-30*,-76*,-83*,.,-17*,-85*,-58*,-76*,.
CSc1c(-c2nc3ccccc3s2)c(N)nc2c(C(=O)Nc3ccccc3)c(Nc3ccccc3)nn12,103,102,116,101,104,104,117,107,100
CC(C)=CCC/C(C)=C/CN1CCN(C/C=C(\C)CCC=C(C)C)C1=O,108,105,116,98,107,102,96,90,.
CCN(CC)CCCC(C)NC(=S)N/N=C(\C)c1ccccn1 (configuration not stated),57,33,29,24,36,62,47,36,32
CSc1nc(NCCN2CCOCC2)c(C#N)c(-c2cccc(N)c2)n1,108,101,114,97,100,75,100,107,98
COc1ccc(OCCCBr)cc1,110,105,123,100,108,93,109,105,83
O=C(Nc1ccc(Oc2ccc(Nc3nc4ccccc4s3)cc2)cc1)Nc1ccc(Cl)c(C(F)(F)F)c1,2.5*,8.5*,-84*,0.0*,0.4*,17,8.7*,-11*,26
Cn1ccc2c(c1=O)C(=O)c1nccc3c1c-2nc1ccccc13,-96*,-61*,-76*,-94*,-88*,60,-76*,-77*,17
O=[N+]([O-])c1ccc(C(c2ccc([N+](=O)[O-])cc2)[n+]2ccccc2)cc1,104,69,82,41,68,89,86,63,91

# Remaining list, next part.
SMILES,HCC-2998,HCT-15,COLO 205,HCT-116,KM12,SNB-75,SW-620,HT29,NCI-H322M
Cc1c(C(=O)/C=C/Nc2cc(Cl)c(S(N)(=O)=O)cc2S(N)(=O)=O)sc2nc3ccccc3n12,126,101,110,108,101,95,102,105,109
COc1ccc2nc(Cl)c(/C=C3\CC(c4ccccc4)=NN(c4ccccc4)C3=O)cc2c1,85,84,99,54,90,20,89,83,75
CCO/C=N/S(=O)(=O)c1cc2c(cc1Cl)NC=NS2(=O)=O,102,107,108,103,107,106,95,97,111
CCCCNC(=O)/C(=C/c1ccc2c(c1)OCO2)NC(=O)c1ccccc1,112,107,114,94,105,97,107,102,109
OC12Cc3ccccc3C1=NN(c1ccccc1)C2c1ccccc1 (configuration not stated),98,83,97,70,94,76,97,95,92
COc1c2occc2cc2ccc(=O)oc12,97,96,110,102,100,86,111,109,129
O=NC1C(Cl)C2CC1C1C=CCC12 (configuration not stated),97,100,105,103,100,83,101,97,107
Cc1n[nH]c(=O)[nH]c1=O,108,106,110,102,119,93,106,103,93
O=C(COc1cccc2cccnc12)Nc1ccc(C(=O)/C=C/c2cccc3ccccc23)cc1,106,75,109,19,90,98,93,92,97
CN1CCC(=C2c3ccccc3C=Cc3ccccc32)CC1,92,74,.,66,94,48,81,62,104
COc1ccc2c(c1)C(Br)=C(CCO)C2c1ccccc1 (configuration not stated),49,88,48,57,43,57,73,42,16
COc1ccc(NC(=O)CC(=O)Nc2ccc(OC)cc2)cc1,107,106,104,102,113,88,98,90,92
CNc1nnc(-c2sc3nnc(-c4ccccc4)c(-c4ccccc4)c3c2O)s1,98,99,131,102,126,88,105,102,106
N#C/C(=C\c1c(Cl)cccc1Cl)c1nc2ccccc2[nH]1,90,83,118,82,101,64,93,108,103
COc1ccc(Cn2cc3c(c2-c2cc(OC)c(OC)c(OC)c2)CCc2cnoc2-3)cc1,1.5*,18,-28*,13,11,.,30,11,36
CC(=O)Nc1ccc(-c2nc3ccc(-c4ccc(O)cc4)cc3[nH]2)cc1,79,57,86,52,66,38,94,77,61
O=[N+]([O-])c1ccc(-c2nnc(N3c4ccccc4C=Cc4ccccc43)o2)cc1,113,69,115,90,97,.,102,113,95
c1ccc2cc(Cn3cc(CSc4nc5ccccc5o4)nn3)ccc2c1,110,106,108,91,97,80,110,99,95
CC(=O)N1CCNCC1,101,100,121,109,107,87,109,100,100
COc1ccc(C#N)cc1,91,96,.,102,95,85,98,102,121
CC1Cc2cc(Cl)ccc2-n2cccc21 (configuration not stated),113,95,116,106,105,100,108,108,99
O=C(c1ccccc1)N1CCN(C(=O)c2ccccc2)c2ccccc21,117,112,119,110,115,108,110,101,115
O=C(O)C(O)C(O)C(O)C(=O)CO (configuration not stated),116,107,.,105,104,96,112,97,92
CCOc1cccc(-c2ccccc2)c1,103,103,108,106,96,87,94,98,101
CN(C)c1ccc(-c2cc(-n3nnnc3-c3ccccc3)no2)cc1,89,.,125,104,103,105,98,105,115

# From PubChem BioAssay
